FBPA coupling cs = inhibits coupling enzyme system, counter-screen for aldolase hits; coupling enzyme system counterscreen, AmpLite Red fluorescence; activity change, negative = inhibition, % at 58.2 µM, hits read low; 0.67% of 290,000 active; in the data active = activity change below about -30%; also: % is scaled to controls: 0 for no effect and ±100 for the full control effect
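Fluorescence at 525 nm excitation and 598 nm emission measured inhibition of the coupled detection system without aldolase. Compounds (at 57.5 uM final) were preincubated 10 min at room temperature with coupling enzyme reagent before a 20 min substrate/AmpLite Red step.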
ELG1 genotox = induces genotoxicity in HEK293T cells with luciferase-tagged ELG1 | HEK293T ELG1-luciferase reporter, luminescence, 16 h | Potency, µM (series often up to 46 µM), for the others: at the highest dose activity change, positive = activation, most hits filed as activators | 1.3% of 330,000 active | AID 504466; also: potency is read from the fitted curve at half-maximal effect; % of control where 0% means no effect; nearly all actives have a fitted effect of over 60% in size
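Luminescence read-out: rising ELG1-luciferase signal, reflecting elevated ELG1 protein under genetic stress, flags genotoxic compounds. Cells were treated for 16 hr at 37 °C before ONE-Glo detection.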
uPA generation = inhibitors of cell surface uPA generation. cell surface uPA generation assay, qHTS. Potency, µM (series often up to 38.3 µM), for the others: top-dose activity change, negative = inhibition, hits mostly inhibitors. 0.31% of 330,000 active. AID 540303; active = well fitted inhibition curve with a large enough effect; inconclusive = small, poorly fitted or top-dose-only effect; inactive = no such curve, though single readings can be large or run the other way; tested in mouse RAW 264.7 cells; also: potency is read from the fitted curve at half-maximal effect; % is scaled to controls: 0 for no effect and ±100 for the full control effect; nearly all actives have a fitted effect of over 55% in size
Giardia killer = Giardia lamblia killing; Giardia lamblia trophozoite viability; 0.15% of 340,000 active; activity change, % at 7.66 µM, hits read low; in the data active = activity change below about -80%; inconclusive = between about -30% and that limit;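 also: parasites exposed to compound for two days anaerobically before the ATP read; % is scaled to controls: 0 for no effect and ±100 for the full control effect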
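Media and compound were dispensed first, then trophozoites at 100 cells/well; plates sat 48 hrs at 37 deg C without oxygen before ATP luminescence reagent was added and read after 15-30 min at room temperature.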
NPC1 prom act = activators of NPC1 promoter. Huh7 NPC1 promoter luciferase reporter, 24 h. Potency, µM (top dose mostly 9.22 µM), for inactives: at the highest dose activation, usual class: activators. 2.4% of 320,000 active. AID 485313;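 also: potency is read from the fitted curve at half-maximal effect; % of control where 0% means no effect; nearly all actives have a fitted effect of over 60% in size; reporter is driven by a mutant NPC1 promoter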
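Compounds in DMSO were transferred onto Huh7 NPC1-luciferase reporter cells pre-incubated 2 h; after 24 h at 37 °C, Amplite reagent was dispensed and luminescence recorded 10 min later.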
VP16 counter = inhibits Gal4-VP16 luciferase reporter, ROR gamma counter-screen. Drosophila S2 Gal4-VP16 UAS-luciferase, luminescence, 20 h. Potency, µM (top dose mostly 53.6 µM), for the others: at the highest dose activity, negative = inhibition, actives largely listed as inhibitors. 3.5% of 310,000 active. AID 2546;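 also: Gal4-VP16 expression switched on by copper sulfate through the metallothionein promoter; potency is read from the fitted curve at half-maximal effect; % is scaled to controls: 0 for no effect and ±100 for the full control effect; nearly all actives have a fitted effect of over 50% in size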
KCNH2 3.1 inh = blocks the human KCNH2 3.1 channel isoform; U2OS KCNH2 3.1, thallium flux FluxOr; stronger effect = lower value; activity change, % (tested at about 1.8 µM); 0.95% of 340,000 active;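 active = maximum activity change below -70%; inconclusive = maximum activity change from -70% to -50%; inactive = maximum activity change above -50%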;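 also: thallium influx rate constant from kinetic fluorescence after stimulation buffer; % is scaled to controls: 0 for no effect and ±100 for the full control effect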
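FluxOr-based Tl+ influx in U2OS cells transduced with KCNH2 3.1 virus; rate constants normalized to DMSO controls.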
Tb PFK inh = inhibitors of T. brucei phosphofructokinase; T. brucei PFK, ADP-Glo luminescence; Potency, µM (titrated, usually from 57.5 µM), without a hit: at the top dose activity, negative = inhibition, usual class: inhibitors; 0.17% of 330,000 active;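 also: potency is read from the fitted curve at half-maximal effect; 0% = uninhibited 1x PFK enzyme wells and -100% = no-enzyme wells; nearly all actives have a fitted effect of over 60% in size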
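Luminescent ADP detection (ADP-Glo, two-step: ATP depletion then ADP-to-ATP conversion for luciferase) reported PFK activity after 45 min room-temperature reaction of 1.25 nM enzyme with 0.5 mM F6P and 0.1 mM ATP at pH 8.0.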
RORg inh = inhibitors of mouse ROR gamma transcriptional activity | P51450 | 5.4% of 310,000 active | Potency, µM (highest dose often 53.6 µM), inactives show at the highest dose activity change, negative = inhibition, usual class: inhibitors | Drosophila S2 Gal4-RORgamma UAS-luciferase reporter, 20 h; also: potency is read from the fitted curve at half-maximal effect; % is scaled to controls: 0 for no effect and ±100 for the full control effect; nearly all actives have a fitted effect of over 60% in size
Target sequence (P51450 whole entry, looked up, the tested form may be a part): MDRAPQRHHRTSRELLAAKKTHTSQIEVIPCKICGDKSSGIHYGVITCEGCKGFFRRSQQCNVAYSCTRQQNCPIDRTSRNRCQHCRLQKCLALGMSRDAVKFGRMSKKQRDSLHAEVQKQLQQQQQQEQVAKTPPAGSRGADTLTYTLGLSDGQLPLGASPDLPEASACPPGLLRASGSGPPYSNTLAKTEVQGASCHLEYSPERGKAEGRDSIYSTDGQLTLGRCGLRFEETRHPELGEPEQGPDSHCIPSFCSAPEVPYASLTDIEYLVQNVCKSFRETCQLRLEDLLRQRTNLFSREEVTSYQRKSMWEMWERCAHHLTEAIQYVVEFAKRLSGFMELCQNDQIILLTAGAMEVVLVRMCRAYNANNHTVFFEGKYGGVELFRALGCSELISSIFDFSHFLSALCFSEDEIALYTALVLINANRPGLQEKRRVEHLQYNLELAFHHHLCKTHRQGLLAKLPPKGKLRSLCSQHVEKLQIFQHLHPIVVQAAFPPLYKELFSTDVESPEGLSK
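Compounds are pin-transferred onto Drosophila Schneider cells expressing a copper-inducible Gal4–ROR gamma transactivation domain fusion. After 1 hr, copper sulfate is added to 700 uM final; luciferase is read 20 hr later.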
FLuc counter = inhibits or activates purified firefly luciferase, miR-21 counter-screen. AID 588342. purified FLuc, Km substrates, luminescence inhibition. 6.9% of 360,000 active. P08659. Potency, µM (doses to about 57.5 µM), for inactives: at the top dose activity change, negative = inhibition, usual class: inhibitors;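 also: potency is read from the fitted curve at half-maximal effect; plate controls were vehicle for no effect and reference inhibitor for full effect; nearly all actives have a fitted effect of over 55% in size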
Target sequence (P08659 whole entry, looked up): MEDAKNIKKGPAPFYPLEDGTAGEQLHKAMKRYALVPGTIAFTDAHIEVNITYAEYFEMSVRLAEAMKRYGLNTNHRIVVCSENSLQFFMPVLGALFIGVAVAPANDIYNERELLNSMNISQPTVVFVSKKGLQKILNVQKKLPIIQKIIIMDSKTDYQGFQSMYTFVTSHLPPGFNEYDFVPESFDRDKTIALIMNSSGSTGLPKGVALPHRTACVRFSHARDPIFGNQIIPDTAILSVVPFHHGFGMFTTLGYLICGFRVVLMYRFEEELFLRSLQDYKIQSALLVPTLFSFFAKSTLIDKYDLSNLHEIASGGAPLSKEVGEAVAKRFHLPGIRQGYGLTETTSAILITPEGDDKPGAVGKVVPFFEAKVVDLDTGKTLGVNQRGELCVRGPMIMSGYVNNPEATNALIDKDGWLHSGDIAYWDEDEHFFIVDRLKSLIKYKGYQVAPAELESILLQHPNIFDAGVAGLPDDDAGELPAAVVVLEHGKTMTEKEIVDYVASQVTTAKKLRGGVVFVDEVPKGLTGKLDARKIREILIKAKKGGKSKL
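Biochemical qHTS of compounds, final roughly 60 µM downward over six points, against 10 nM purified firefly luciferase using Km concentrations of substrates (10 uM D-luciferin, 10 uM ATP) in Tris acetate pH 7.5 buffer; luminescence output.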
Rab9 promoter act = activators of Rab9 promoter | AID 485297 | Huh7 Rab9 promoter-luciferase reporter, luminescence, 24 h | Potency, µM (titrated, usually from 9.22 µM), inactives show top-dose activation, negative = inhibition, hits mostly activators | 2.8% of 320,000 active; also: potency is read from the fitted curve at half-maximal effect; % of control where 0% means no effect; nearly all actives have a fitted effect of over 60% in size
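Rab9 promoter-driven luciferase in stably transfected Huh7 cells; 1500 cells/well rested 2 h, exposed to compound in DMSO for 24 h at 37 °C, 5% CO2. Luminescence read 10 min after adding luciferase reagent at ambient temperature.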
An asterisk follows results filed as active; [ ] = remark or other dose. Unless noted, calls follow the shape of the dose curve; as a rule, active = well fitted curve in the direction sought with a large enough effect; inconclusive = small, poorly fitted or top-dose-only effect, or another doubt; inactive = no such curve, though single readings can be large; an effect the other way counts as inactive or inconclusive.

For NC(=O)c1ccccc1NC(=O)c1cc(S(=O)(=O)N2CCCCC2)ccc1N1CCOCC1 the results were ELG1 genotox 2%, uPA generation 23%, Giardia killer 0, NPC1 prom act -3%, KCNH2 3.1 inh -29, Tb PFK inh 3%, FLuc counter 2% and Rab9 promoter act -1%.
CC(c1cccnc1)N(CCN(C)C)C(=O)Nc1ccc(Cl)cc1 (centres undefined) was read as FBPA coupling cs 3, ELG1 genotox 6%, uPA generation -20%, Giardia killer 9, NPC1 prom act 0%, VP16 counter -1%, KCNH2 3.1 inh -19, Tb PFK inh 2%, RORg inh 1%, FLuc counter inconclusive and Rab9 promoter act -4%.
Screening CNC(=O)CCn1nc(-c2ccc(Cl)cc2)c2ccccc2c1=O returned FBPA coupling cs 2, ELG1 genotox -2%, uPA generation -5%, Giardia killer -3, NPC1 prom act -4%, VP16 counter -1%, KCNH2 3.1 inh -2, Tb PFK inh 6%, RORg inh 0%, FLuc counter -1% and Rab9 promoter act -3%.
For CC1CCCCN1C(=O)Cn1c(=O)n(-c2ccc(F)cc2)c(=O)c2sccc21 (centres undefined) the results were FBPA coupling cs 2, ELG1 genotox -8%, uPA generation 6%, Giardia killer -14, NPC1 prom act -7%, VP16 counter 3%[10 µM], KCNH2 3.1 inh 13, Tb PFK inh 0%, RORg inh 38%, FLuc counter 1% and Rab9 promoter act -2%.
Screening COc1ccc(N2CCN(C(=O)CSc3nc4cc(OC)c(OC)cc4cc3C#N)CC2)cc1 returned FBPA coupling cs -29, ELG1 genotox 2%, uPA generation 3%, Giardia killer 7, NPC1 prom act 2%, VP16 counter 2%, KCNH2 3.1 inh -17, Tb PFK inh 1%, RORg inh -31%[10 µM], FLuc counter -6% and Rab9 promoter act -3%.
For c1ccc2c(c1)Nc1nccnc1S2 the results were FBPA coupling cs -7, ELG1 genotox inconclusive, uPA generation 6%, Giardia killer -18, NPC1 prom act 10%, VP16 counter 16%, KCNH2 3.1 inh -11, Tb PFK inh -15%, RORg inh -1%, FLuc counter 24µM* and Rab9 promoter act 20%.
`Cc1oc(S(=O)(=O)N(C)C)cc1C(=O)Nc1ccc(Cl)cc1` gave FBPA coupling cs 1, ELG1 genotox -9%, uPA generation 7%, Giardia killer -3, NPC1 prom act -5%, VP16 counter -6%, KCNH2 3.1 inh -2, Tb PFK inh 3%, RORg inh 0%, FLuc counter 1% and Rab9 promoter act -8%.
Screening O=C(NCC(c1cccs1)N1CCOCC1)c1cc(Cl)ccc1[N+](=O)[O-] (centres undefined) returned ELG1 genotox 0%, uPA generation 0%, Giardia killer 5, NPC1 prom act -3%, KCNH2 3.1 inh -14, Tb PFK inh 0%, FLuc counter 7% and Rab9 promoter act 4%.
Cc1ccccc1OCC(=O)Nc1cc(Cl)ccc1Oc1ccccc1 was read as FBPA coupling cs 6, ELG1 genotox -2%, uPA generation 0%, Giardia killer 8, NPC1 prom act -1%, VP16 counter 1%, KCNH2 3.1 inh 14, Tb PFK inh 0%, RORg inh 2%, FLuc counter -1% and Rab9 promoter act 0%.
`COc1ccc(C(=O)NNC(=O)c2ccc(F)c(S(=O)(=O)N3CCOCC3)c2)cc1` gave ELG1 genotox -2%, uPA generation -4%, Giardia killer -11, KCNH2 3.1 inh -3 and Tb PFK inh 5%.
For CCc1cccc(NC(=O)C2CCCN(S(=O)(=O)c3ccc4[nH]c(=O)ccc4c3)C2)c1 (centres undefined) the results were FBPA coupling cs 0, ELG1 genotox 0%[9.26 µM], uPA generation 1%, Giardia killer -22, NPC1 prom act -7%, VP16 counter -5%, KCNH2 3.1 inh -7, Tb PFK inh 0%, RORg inh -13%, FLuc counter -1% and Rab9 promoter act -5%.
For COc1ccc2c(c1)O/C(=C\c1ccccc1C)C2=O the results were FBPA coupling cs -1, ELG1 genotox 14%, uPA generation -7%, Giardia killer 0, NPC1 prom act 29%, VP16 counter inconclusive, KCNH2 3.1 inh 6, Tb PFK inh 4%, RORg inh inconclusive, FLuc counter 13µM* and Rab9 promoter act inconclusive.
`Cc1nn(Cc2ccc(C(=O)N/N=C/c3ccncc3)o2)c(C)c1Cl` gave FBPA coupling cs -2, ELG1 genotox 1%, uPA generation -1%, Giardia killer 10, NPC1 prom act -1%, VP16 counter -7%, KCNH2 3.1 inh 5, Tb PFK inh 0%, RORg inh 1%, FLuc counter -7% and Rab9 promoter act 3%.
C=C1CCN([C@@H](C)C(=O)NCc2ccc(Cl)cc2)S(=O)(=O)c2ccccc21 was read as FBPA coupling cs -4, ELG1 genotox -5%, uPA generation 9%, Giardia killer -6, NPC1 prom act -1%, VP16 counter 0%, KCNH2 3.1 inh -11, Tb PFK inh -5%, RORg inh -1%, FLuc counter 2% and Rab9 promoter act -3%.
`O=C(Nc1ncc(Cc2ccc(SC(F)F)cc2)s1)c1ccc(OC(F)F)cc1` gave FBPA coupling cs 3, ELG1 genotox -2%, uPA generation -16%, Giardia killer -3, NPC1 prom act -19%, VP16 counter inconclusive, KCNH2 3.1 inh -82*, Tb PFK inh -1%, RORg inh -45%, FLuc counter 3% and Rab9 promoter act -32%[inhibitor].
Cc1ccc(OCC(O)CN2CCc3ccccc3C2)c(C)c1 (centres undefined) was read as ELG1 genotox -2%, uPA generation 17%, Giardia killer 11, NPC1 prom act -4%, VP16 counter 13%, KCNH2 3.1 inh -22, Tb PFK inh -20%, RORg inh 5%, FLuc counter 2% and Rab9 promoter act 1%.
For CC1=CCC(C(=O)O)C(C(=O)NC2CCCCC2)C1 (centres undefined) the results were FBPA coupling cs 3, ELG1 genotox 2%, uPA generation 0%, Giardia killer 6, NPC1 prom act 0%, VP16 counter 0%, KCNH2 3.1 inh 28, Tb PFK inh inconclusive, RORg inh -29%, FLuc counter -2% and Rab9 promoter act 0%.
Screening CCCCNC(=O)CN1C(=O)NC2(CCOc3ccccc32)C1=O (centres undefined) returned FBPA coupling cs 1, ELG1 genotox -5%, uPA generation -1%, Giardia killer 18, NPC1 prom act -2%, VP16 counter 0%, KCNH2 3.1 inh -3, Tb PFK inh 10%, RORg inh -19%, FLuc counter -1% and Rab9 promoter act 3%.
`CCOC(=O)Cc1csc(NC(=O)Nc2ccccc2)n1` gave FBPA coupling cs 0, ELG1 genotox -1%, uPA generation 7%, Giardia killer 5, NPC1 prom act 14%, VP16 counter inconclusive, KCNH2 3.1 inh -16, Tb PFK inh -1%, RORg inh inconclusive, FLuc counter 12µM* and Rab9 promoter act 18%.
CCC(=O)N1CCc2cc(S(=O)(=O)NCCN3CCC(C)CC3)ccc21 was read as FBPA coupling cs 1, ELG1 genotox 0%, uPA generation -3%, Giardia killer -10, NPC1 prom act -1%, VP16 counter -2%, KCNH2 3.1 inh -22, Tb PFK inh 0%, RORg inh 2%, FLuc counter 9% and Rab9 promoter act -3%.
COc1cc(NS(=O)(=O)c2ccc(NC(=O)CCC(=O)O)cc2)nc(OC)n1 was read as FBPA coupling cs 0, ELG1 genotox 0%, uPA generation -10%, Giardia killer -10, NPC1 prom act -5%, VP16 counter -1%, KCNH2 3.1 inh 2, Tb PFK inh 0%, RORg inh -17%, FLuc counter -3% and Rab9 promoter act -1%.
Screening O=C(CNc1cccc2ccccc12)N/N=C/c1ccc(OC(=O)/C=C/c2ccco2)cc1 returned FBPA coupling cs -4, ELG1 genotox -2%, uPA generation -4%, Giardia killer 5, NPC1 prom act 7%, VP16 counter -14%, Tb PFK inh 0%, RORg inh 43%, FLuc counter -1% and Rab9 promoter act 11%.
For CC(=O)N(/N=C1\Sc2ccccc2C1=O)c1ccccc1 the results were FBPA coupling cs 1, ELG1 genotox inconclusive, uPA generation 16%, Giardia killer -16, NPC1 prom act 23%, VP16 counter 6%, KCNH2 3.1 inh 32, Tb PFK inh -1%, RORg inh 12%, FLuc counter inconclusive and Rab9 promoter act 23%.
For O=C(COc1ccccc1)NCCSCc1ccccc1Cl the results were FBPA coupling cs 6, ELG1 genotox 17%, uPA generation 4%, Giardia killer -12, NPC1 prom act 20%, VP16 counter 1%, KCNH2 3.1 inh -6, Tb PFK inh -9%, RORg inh -2%, FLuc counter 27µM* and Rab9 promoter act 7%.
`CCn1c(SCC(=O)NCC2CCCO2)nc2cc(S(=O)(=O)N3CCCCC3)ccc21` (centres undefined) gave FBPA coupling cs 1, ELG1 genotox 7%, uPA generation 0%, Giardia killer -4, NPC1 prom act -3%, VP16 counter 19%, KCNH2 3.1 inh -28, Tb PFK inh 0%, RORg inh 29%, FLuc counter 1% and Rab9 promoter act -4%.

Screening data (PubChem BioAssay)
